Screens deposited in PubChem by National Center for Advancing Translational Sciences (NCATS).
D1 potentiator: enhances dopamine response at the human D1 receptor. HEK293 TREx D1 cells, calcium flux, dopamine EC20 potentiation. actives 0.036% (n = 360,000). P21728. potentiation, % at 10 µM; in the data active = potentiation above about 30%; note: 0% is about no effect
D1 ag: activates the human D1 dopamine receptor. actives 1% (n = 360,000). activation, % at 2 µM. AID 504660. P21728. HEK293 T-REx D1 cells, calcium flux, agonist mode; in the data active = activation above about 30%; note: 0% is about no effect
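Tetracycline-induced HEK293 TREx D1 cells, force-coupled to calcium signalling, were dye-loaded with a no-wash calcium kit. Compound was pin-added after a 10 s baseline. Fluorescence was read kinetically at 1 cycle/s for 180 s, with calcium rises flagged as agonism.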
D2 PAM: D2 dopamine receptor (human) potentiation | AID 485347 | potentiation, % at 10 µM | HEK293 T-REx D2, calcium flux, EC20 dopamine potentiation | actives 0.34% (n = 340,000) | P14416;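 active = potentiation over 3 SD above the plate norm, cut at about 30% in these data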; note: 0% is about no effect
Target sequence (P14416 whole entry, looked up): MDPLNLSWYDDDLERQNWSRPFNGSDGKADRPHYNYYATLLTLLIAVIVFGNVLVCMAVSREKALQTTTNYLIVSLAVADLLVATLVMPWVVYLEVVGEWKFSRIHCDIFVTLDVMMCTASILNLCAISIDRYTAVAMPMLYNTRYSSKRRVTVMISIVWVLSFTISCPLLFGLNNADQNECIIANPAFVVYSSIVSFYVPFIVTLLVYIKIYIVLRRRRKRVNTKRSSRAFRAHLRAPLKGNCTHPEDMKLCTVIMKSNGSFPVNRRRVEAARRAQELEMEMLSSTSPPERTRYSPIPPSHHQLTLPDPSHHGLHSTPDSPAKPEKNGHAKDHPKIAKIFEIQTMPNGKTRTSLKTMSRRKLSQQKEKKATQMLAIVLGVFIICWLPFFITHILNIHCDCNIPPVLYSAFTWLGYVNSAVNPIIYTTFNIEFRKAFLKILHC
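Primary screen. Calcium kinetics in induced HEK293 T-REx D2 cells: compound pre-addition 180 s, EC20 dopamine, 180 s more.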
RXFP1 agonist: agonists of human relaxin receptor RXFP1; Q9HBX9; HEK293T-RXFP1 cAMP TR-FRET, 30 min; response scale: percent of porcine relaxin response, buffer zero; Potency, µM (highest dose often 57.5 µM), inactives show at the top dose activation, most hits filed as activators; actives 0.3% (n = 370,000); AID 2676; note: potency is the fitted concentration of half-maximal effect; % is set by controls: 0 for no effect and ±100 for the full control effect; nearly all actives have a fitted effect of over 60% in size; many of its hits are not listed in these tables
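HEK293 cells stably expressing RXFP1, treated 30 min at 37C with compounds plus PDE4 inhibitor Ro 20174; cAMP measured by HTRF TR-FRET. Normalized to buffer and 29 nM porcine relaxin; EC50 by Hill fit.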
TRHR PAM: allosterically enhances the human TRH receptor; enhancement, % at 2 µM; TRHR cells, fluo-8 calcium fluorescence, EC20 TRH enhancement; actives 0.66% (n = 360,000); in the data active = enhancement above about 30%; note: 0% is about no effect
Target sequence (P34981 whole entry, looked up): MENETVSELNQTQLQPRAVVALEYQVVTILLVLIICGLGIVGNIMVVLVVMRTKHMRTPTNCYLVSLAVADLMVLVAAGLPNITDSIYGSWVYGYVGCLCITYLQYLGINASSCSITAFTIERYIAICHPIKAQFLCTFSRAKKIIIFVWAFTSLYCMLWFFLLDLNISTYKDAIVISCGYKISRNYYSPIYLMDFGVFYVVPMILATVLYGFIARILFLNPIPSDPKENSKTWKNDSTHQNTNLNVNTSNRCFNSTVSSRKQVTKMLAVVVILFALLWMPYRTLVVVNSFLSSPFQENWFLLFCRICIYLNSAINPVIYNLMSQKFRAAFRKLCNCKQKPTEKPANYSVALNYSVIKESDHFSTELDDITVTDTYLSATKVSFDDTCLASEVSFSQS
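TRHR-expressing cells loaded with fluo-8 calcium dye were read kinetically (ex 480/em 530) during compound addition, then stimulated with an EC20 of TRH (10 nM final). Enhancement of the Gq-mediated intracellular calcium response was scored.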
TRHR ag: TRH receptor (human) agonism; P34981; TRHR cells, calcium flux fluo-8, FDSS agonist mode; activation, % at 2 µM; actives 0.18% (n = 360,000); AID 493084; in the data active = activation above about 30%; note: 0% is about no effect
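Fluo-8-loaded TRHR cells; 10 s baseline, compound added, kinetic Ca2+ fluorescence read 1/s, agonist mode.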
RXFP1 antagonist: blocks the human relaxin receptor RXFP1; Q9HBX9; HEK293-RXFP1, relaxin-stimulated cAMP HTRF, 30 min; hits give low values; activity change, negative = inhibition, % at 57.5 µM; actives 0.59% (n = 350,000); AID 1259400;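 active = activity change of -60% or lower, but not beyond a set lower limit; inconclusive = change between -60% and -40%, or beyond the set limit; inactive = change above -40%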; note: % is set by controls: 0 for no effect and ±100 for the full control effect
D1 antag: human D1 dopamine receptor antagonism; P21728; HEK293 TREx D1 cells, calcium flux, dopamine EC80; hits give low values; activity change, negative = inhibition, % at 10 µM; actives 3.2% (n = 360,000); AID 504652; in the data active = activity change below about -30%; note: % is set by controls: 0 for no effect and ±100 for the full control effect
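Tetracycline-induced HEK293 T-REx cells with force-coupled D1 receptor were loaded with a no-wash calcium dye. Compound was added after a 10 s baseline and read kinetically for 180 s; EC80 dopamine was then added and calcium flux followed another 180 s.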
Anesthetic bind: binds horse apoferritin like a general anesthetic. apoferritin/1-aminoanthracene competitive binding, fluorescence. P02791. actives 0.074% (n = 350,000). AID 485281. Potency, µM (series often up to 77.5 µM), without a hit: at the top dose activity change, negative = displacement, actives largely listed as inhibitors; note: potency is the fitted concentration of half-maximal effect; % is set by controls: 0 for no effect and ±100 for the full control effect; nearly all actives have a fitted effect of over 20% in size
Target sequence (P02791 2-175 limits assumed): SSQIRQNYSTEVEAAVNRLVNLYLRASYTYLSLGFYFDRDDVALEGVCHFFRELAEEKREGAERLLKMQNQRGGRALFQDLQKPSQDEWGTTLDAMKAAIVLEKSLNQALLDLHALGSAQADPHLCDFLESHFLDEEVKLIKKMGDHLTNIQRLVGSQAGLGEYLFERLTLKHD
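In PBS, apoferritin at 10 uM is loaded with 1-AMA from a 50% saturated solution. After 10 min of compound exposure at ambient temperature, reduced 535 nm fluorescence indicates probe displacement.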
Numbers without * were called inactive; u = inconclusive; x = no result given; & = joins results of further samples; [ ] = another dose, or the depositor's remark. Unless noted, calls come from the whole dose curve; as a rule, active = well fitted curve in the direction sought with a large enough effect; inconclusive = small, poorly fitted or top-dose-only effect, or another doubt; inactive = no such curve, though single readings can be large; an effect the other way counts as inactive or inconclusive. The list is partial, so the mix of outcomes need not match the whole.

SMILES | D1 potentiator | D1 ag | D2 PAM | RXFP1 agonist | TRHR PAM | TRHR ag | RXFP1 antagonist | D1 antag | Anesthetic bind
O=C(NC1CCCc2ccccc21)c1ccc(CNc2c(N3CCOCC3)c(=O)c2=O)cc1 (stereo not given) | 1 | 0 | 1 | 1.0% | 8 | -1.0 | x | -6 | -10%
N#CC(CC(=O)c1ccc(F)cc1)c1ccc2c(c1)OCO2 (stereo not given) | -1 | 1 | -6 | 3.9% | -1 | -0.6 | 0 | -11 | -12%
CSc1ncc(C(=O)Nc2ccccc2C(=O)c2ccccc2)c(C)n1 | 5 | 0 | 4 | 2.4% | 7 | -0.4 | -7 | -3 | 3%
CCN(CC)c1ccc(NC(=O)c2ccco2)c(C)c1 | 4 | -2 | -8 | -1.6% | 4 | -0.1 | 5 | -14 | -12%
Cn1c(-c2ccc(F)cc2)cnc1NCc1cccc([N+](=O)[O-])c1 | -9 | -3 | 16 | 2.8% | -5 | -0.3 | 1 | -1 | -15%
O=C(COC(=O)C1CC1)Nc1ccc([N+](=O)[O-])cc1C(F)(F)F | x | -1 | 5 | -1.4% | -2 | -0.3 | 1 | 1 | x
CC(C)c1ccc(N(CC(=O)NCC2CCCO2)C(=O)Cn2nnc(-c3cccs3)n2)cc1 (stereo not given) | -1 | 6 | 7 | 0.0% | 12 | -0.3 | -6 | 0 | -14%
Cc1ccc(CN(C(=O)c2ccccc2[N+](=O)[O-])c2ccccn2)cc1 | 3 | -3 | 6 | 1.3% | -4 | 0.0 | x | -7 | -5%
O=C(NCc1ccco1)c1cc2cc3ccc(Cl)cc3nc2o1 | -1 | 1 | 24 | 0.7% | 4 | -0.4 | 6 | 18 | 1%
COc1ccc(NC(=O)C(=O)N/N=C(\C)CC(=O)Nc2cc(C)ccn2)c(OC)c1 | -6 | -1 | -1 | -0.5% | 0 | -0.5 | -17 | -3 | -2%
CCN1CCN(c2ccc(S(=O)(=O)N3CCOCC3)cc2NC(=O)/C=C/c2ccc(OC)c(OC)c2)CC1 | 2 | 1 | -2 | 0.0% | -6 | -0.5 | x | -25 | x
CCNS(=O)(=O)c1ccc(CCC(=O)O)cc1 | 3 | 2 | 4 | -1.5% | -3 | 0.5 | -6 | -22 | -2%
O=C1NC2(CCCCCC2)C(=O)N1Cc1c(F)cccc1Cl | -2 | 1 | 7 | 0.0% | -4 | 1.3 | 7 | 5 | u
O=C(CCCn1cnc([N+](=O)[O-])n1)Nc1cccc2ccccc12 | -8 | -2 | -2 | 1.8% | -5 | -0.2 | 6 | 13 | -9%
Cc1cccc(Cc2cnc(NC(=O)c3ccc(C)o3)s2)c1 | 4 | 6 | -11 | 0.6% | 12 | 0.7 | -16 | 13 | u

3 successive records out of the list so far, for reference:
SMILES | D1 potentiator | D1 ag | D2 PAM | RXFP1 agonist | TRHR PAM | TRHR ag | RXFP1 antagonist | D1 antag | Anesthetic bind
O=C(NC1CCCc2ccccc21)c1ccc(CNc2c(N3CCOCC3)c(=O)c2=O)cc1 (stereo not given) | 1 | 0 | 1 | 1.0% | 8 | -1.0 | x | -6 | -10%
N#CC(CC(=O)c1ccc(F)cc1)c1ccc2c(c1)OCO2 (stereo not given) | -1 | 1 | -6 | 3.9% | -1 | -0.6 | 0 | -11 | -12%
CSc1ncc(C(=O)Nc2ccccc2C(=O)c2ccccc2)c(C)n1 | 5 | 0 | 4 | 2.4% | 7 | -0.4 | -7 | -3 | 3%

Following part.
SMILES | D1 potentiator | D1 ag | D2 PAM | RXFP1 agonist | TRHR PAM | TRHR ag | RXFP1 antagonist | D1 antag | Anesthetic bind
N=C1/C(=C/c2cccn2CCOc2ccccc2)C(=O)N=C2SC=C(c3ccccc3)N12 | -6 | 5 | 3 | 0.1% | 1 | 1.5 | x | 4 | 4%
CCC(C)N=Cc1c(Nc2ccccc2)nc2c(C)cccn2c1=O (stereo not given) | -2 | 1 | -6 | 0.0% | -6 | 0.3 | 5 | -18 | -8%
O=C(Nc1sc2c(c1CN1CCOCC1)CCC2)c1ccc(F)cc1 | 0 | 0 | 4 | 3.0% | 13 | -0.2 | x | -17 | 2%
COc1ccc(-n2c(-c3ccco3)nc3c(cnn3-c3ccc(C)cc3)c2=O)cc1 | -3&-2 | 5&6 | -6&-5 | 0.0%&5.8% | 5&-4 | 0.5&0.7 | -5 | -2&-6 | 6%&0%
Cc1cc(=O)oc2cc(OCCSCCN3CCOCC3)ccc12 | -4 | 3 | -5 | 3.1% | 4 | -0.1 | -1 | -2 | -10%
CCOc1ccccc1N1CCN(C(=S)NC(=O)C23CC4CC(CC(C4)C2)C3)CC1 | 0 | 2 | -14 | 1.7% | -12 | -1.7 | 4 | 22 | -9%
Cn1cccc1Cc1nnc(SCC(=O)NCC2CCCO2)n1C (stereo not given) | 0 | 2 | -6 | -2.7% | -1 | 1.0 | -1 | -16 | 3%
CCC1CCCCN1CCCNC(=O)c1ccc2c(c1)c(C)c(C)n2CC (stereo not given) | 1&-2 | 1&0 | -19&-18 | -5.0%&-1.9% | 0&-1 | 0.1&0.1 | -8&-14 | 3&-10 | 0%&-13%
O=C(COC(=O)c1cc(S(=O)(=O)N2CCCCC2)ccc1N1CCOCC1)c1ccc(F)cc1 | -1 | 4 | -8 | 1.1% | -1 | 0.0 | 16 | 8 | x
CCOC(=O)N1CCN(S(=O)(=O)c2ccc3c4c(cccc24)C(=O)N3)CC1 | -2 | 9 | 15 | 0.6% | -3 | 0.8 | 16 | -7 | 21%
O=C(Nc1ccccc1C(=O)NC1CCCCC1)c1ccco1 | -3 | 0 | -1 | 1.6% | 3 | -0.1 | 6 | 2 | -6%
CCCOc1ccc(CSc2nnc(CCC)n2N)cc1 | -3 | 4 | 2 | 0.3% | 3 | -0.1 | 6 | -20 | -8%
O=C(NCC(c1ccco1)N1CCc2ccccc2C1)c1ccccc1 (stereo not given) | 2 | 3 | -4 | 0.1% | -4 | -0.1 | -14 | -4 | x
CCOC(=O)N1CCN(c2c(N3CCN(c4cccc(C)c4C)CC3)c(=O)c2=O)CC1 | x | 3 | 12 | 0.7% | 1 | -0.2 | x | 2 | -1%
O=C(NCCc1c[nH]c2ccccc12)C(=O)NCC1OCCN1S(=O)(=O)c1cc(F)ccc1F (stereo not given) | -4 | 4 | -2 | 0.0% | -6 | -0.2 | -6 | -11 | 5%
N=C1CCCN1c1ccccc1O | 4 | 3 | 4 | -6.0% | -4 | 0.6 | 4 | 7 | 10%
CCN(C(=O)c1cc2cc(OC)ccc2oc1=O)c1cccc(C)c1 | 1 | 2 | 8 | 0.2% | 3 | -0.2 | 6 | 1 | 6%
Cn1c(=O)[nH]c(=O)c2c1nc(N1CCCCCC1)n2CCN1CCCCCC1 | -4 | 0 | -14 | 1.7% | -5 | 0.4 | -7 | 20 | -1%
C=CCN1C(=O)c2ccc(C(=O)OCC(=O)N3CCN(c4ccccc4)CC3)cc2C1=O | -3 | 5 | 2 | -0.8% | -3 | 0.3 | -3 | 38 | x
COc1ccc(C)cc1S(=O)(=O)Nc1ccc2c(c1)N(C(C)=O)CCC2 | -8 | 0 | -3 | 0.5% | 0 | -0.1 | -2 | -12 | x
COc1cc(CN(C(=O)c2ccccc2F)C2CCS(=O)(=O)C2)cc(OC)c1OC (stereo not given) | -1 | -1 | -9 | -0.1% | 1 | 0.0 | 4 | 5 | -1%
Cc1ccc(-c2nc(C3CCCN(S(=O)(=O)c4ccc(C(C)(C)C)cc4)C3)no2)cc1 (stereo not given) | x | 7 | -11 | 0.0% | -4 | 0.2 | x | 16 | -2%
CC(=O)c1cc(C(C)=O)c(C)nc1C | -8 | 1 | -2 | 1.7% | 4 | 0.6 | -11 | -12 | -3%
C/C(=N\Nc1ccccn1)c1ccc(S(=O)(=O)NCc2ccco2)cc1 | -7 | 6 | 1 | 0.1% | 0 | -0.4 | 1 | 1 | -2%
CCOC(=O)Cc1cc(=O)n2[nH]c(C)cc2n1 | 0 | 2 | -4 | 1.0% | 2 | 0.8 | 5 | -12 | -4%
Cc1cccc(NC(=O)c2cc(S(=O)(=O)N3CCCCCC3)cn2C)c1C | 0 | -1 | -3 | -2.7% | -4 | -0.6 | x | 13 | -2%
CC1CCN(Cc2c(C(=O)N/N=C/c3ccc(C(C)C)cc3)nnn2-c2nonc2N)CC1 | 14 | 0 | 0 | -2.1% | 52* | 0.9 | -13 | 22 | -2%
CCn1nc(C)c(NS(=O)(=O)c2ccccc2)c1C | -2 | 1 | 3 | 1.6% | -5 | -0.4 | -11 | 13 | -12%
COc1ccc(-n2c(=O)c3c4c(sc3n(Cc3ccccc3C)c2=O)CCCC4)c(OC)c1 | 5 | 0 | -9 | 0.4% | 5 | 0.4 | -8 | 12 | 64%[activator]
COc1ccc(CNc2cc([N+](=O)[O-])ccc2OC)cc1 | -10 | -1 | -3 | -1.1% | -3 | 0.6 | -5 | 22 | u
O=C(NC1CCCCC1)C(c1ccccc1)N(C(=O)c1cccs1)c1ccc2c(c1)OCO2 (stereo not given) | -13 | 5 | -7 | 0.9% | -7 | -0.1 | -21 | -20 | -9%
COc1ccccc1NC(=O)CSc1nnnn1C | -3 | 3 | -1 | 2.0% | 5 | 0.1 | -7 | -2 | -14%
O=C(c1ccc(F)cc1)n1nc(-c2ccccc2)nc1NCc1ccco1 | 0 | 5 | -5 | -3.4% | 6 | 0.7 | x | -12 | -12%
COc1cc2c(cc1NC(=O)c1ccc3c(c1)OCO3)oc1ccccc12 | -2 | 3 | 5 | 3.2% | -6 | 2.2 | -11 | 7 | -1%
COc1ccc(-c2nc(C#N)c(NCCCn3ccnc3)o2)cc1OC | -3 | -3 | 9 | 0.3% | 1 | -0.6 | 5 | -5 | -3%
Cc1c(C(=O)NC2CCCCC2C)oc2ccccc12 (stereo not given) | -4 | 2 | 0 | 0.4% | 4 | -1.3 | -6 | -11 | -6%
OC1(c2cccc(C(F)(F)F)c2)CCN(Cc2nc(-c3cnccn3)no2)CC1 | -2 | 1 | 1 | 2.7% | -6 | 0.1 | 3 | -3 | u
CCCS(=O)(=O)N1CCCC(C(=O)N2CCN(c3ccccc3)CC2)C1 (stereo not given) | 1 | 0 | -3 | -0.8% | -4 | -0.2 | -25 | 3 | -7%
COc1ccc(NC(=O)CN(C)C(C)C(=O)N2CCCCC2)cc1 (stereo not given) | -5 | 0 | -2 | 1.2% | -2 | 0.3 | -17 | -5 | -14%
Cn1cnnc1SCC(=O)Nc1ccc(S(=O)(=O)N2CCOCC2)cc1 | x | 0 | 1 | 2.0% | -4 | -0.2 | 3 | -6 | x
COc1cccc(NC(=O)C(=O)NCCCn2ccnc2)c1 | 3 | 1 | 10 | -1.3% | -1 | -0.8 | -23 | 2 | -4%
